JMJD2A Tudor inh: qHTS Assay for Inhibitors of JMJD2A-Tudor Domain; Lysine-specific demethylase 4A (Homo sapiens), O75164; AlphaScreen JMJD2A-Tudor / H3K4me3 peptide binding; Potency, µM (highest dose often 114 µM), for the others: at the highest dose activity change, negative = inhibition, most hits filed as inhibitors; actives 4.4% (n = 390,000); AID 504339, 2011; also: potency is read from the fitted curve at half-maximal effect; % is scaled to controls: 0 for no effect and ±100 for the full control effect; nearly all actives have a fitted effect of over 50% in size
Target sequence (O75164 whole entry, looked up, the tested form may be a part): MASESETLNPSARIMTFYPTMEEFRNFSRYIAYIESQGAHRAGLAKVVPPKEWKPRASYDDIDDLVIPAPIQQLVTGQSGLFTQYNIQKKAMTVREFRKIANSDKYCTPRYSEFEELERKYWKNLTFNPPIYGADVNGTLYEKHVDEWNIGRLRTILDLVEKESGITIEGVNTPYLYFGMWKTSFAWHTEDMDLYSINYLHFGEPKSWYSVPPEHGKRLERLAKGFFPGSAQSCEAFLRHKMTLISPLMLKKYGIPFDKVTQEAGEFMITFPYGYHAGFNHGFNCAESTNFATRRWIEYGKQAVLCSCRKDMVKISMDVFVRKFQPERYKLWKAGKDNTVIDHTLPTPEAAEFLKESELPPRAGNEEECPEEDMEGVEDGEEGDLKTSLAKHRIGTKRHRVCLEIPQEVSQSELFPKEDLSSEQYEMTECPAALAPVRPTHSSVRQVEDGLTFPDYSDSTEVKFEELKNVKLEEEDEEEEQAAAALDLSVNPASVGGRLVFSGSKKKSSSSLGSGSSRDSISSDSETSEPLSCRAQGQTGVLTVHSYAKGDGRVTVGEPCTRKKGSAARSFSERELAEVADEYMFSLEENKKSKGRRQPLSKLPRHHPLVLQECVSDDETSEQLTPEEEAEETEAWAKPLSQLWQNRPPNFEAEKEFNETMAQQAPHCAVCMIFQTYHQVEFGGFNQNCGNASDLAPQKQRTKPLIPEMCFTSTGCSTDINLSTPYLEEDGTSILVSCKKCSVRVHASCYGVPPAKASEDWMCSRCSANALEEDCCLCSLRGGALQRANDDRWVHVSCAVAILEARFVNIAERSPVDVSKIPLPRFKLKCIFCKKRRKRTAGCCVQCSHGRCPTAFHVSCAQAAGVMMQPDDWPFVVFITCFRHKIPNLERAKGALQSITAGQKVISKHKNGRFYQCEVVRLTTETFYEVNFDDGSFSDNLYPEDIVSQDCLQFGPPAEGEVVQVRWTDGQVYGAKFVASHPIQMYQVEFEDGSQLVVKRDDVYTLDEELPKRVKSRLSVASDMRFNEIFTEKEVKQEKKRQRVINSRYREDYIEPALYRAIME
GLS inh: qHTS for Inhibitors of Glutaminase (GLS). Glutaminase kidney isoform, mitochondrial (Homo sapiens), O94925. GLS enzymatic activity, qHTS titration. Potency, µM (series often up to 45.5 µM), without a hit: top-dose activity change, negative = inhibition, most hits filed as inhibitors. actives 0.21% (n = 410,000). AID 624170, 2012; also: potency is read from the fitted curve at half-maximal effect; % is scaled to controls: 0 for no effect and ±100 for the full control effect
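Coupled fluorescence readout: glutamate oxidase/HRP/Amplex Red detect glutamate formed by hKGA from L-glutamine (1 mM solution added). Buffer 45 mM KH2PO4 pH 8.2, 0.02% Tween-20; reads at t0 and 30 min RT.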
Pin1 inhibitor: qHTS Assay to Find Inhibitors of Pin1. Peptidyl-prolyl cis-trans isomerase NIMA-interacting 1 (Homo sapiens), Q13526. Potency, µM (series often up to 115 µM), for inactives: at the highest dose activity, negative = inhibition, most hits filed as inhibitors. Pin1 FP peptide displacement, HiFluor488, 10 min. actives 0.009% (n = 390,000); active = well fitted inhibition curve with a large enough effect in the polarisation, with a control signal flat, not every such curve was filed as active; inconclusive = small, poorly fitted or top-dose-only effect, or effect the other way, or a change in a side signal; inactive = no such curve, though single readings can be large or run the other way; the % refers to the polarisation; also: potency is read from the fitted curve at half-maximal effect; % is scaled to controls: 0 for no effect and ±100 for the full control effect
POLH inh: qHTS for Inhibitors of Polymerase Eta. recombinant Pol eta, fluorescent DNA replication assay. Potency, µM (doses to about 114 µM), inactives show at the highest dose activity change, negative = inhibition, actives largely listed as inhibitors. actives 1.2% (n = 390,000). AID 588591, 2011; also: potency is read from the fitted curve at half-maximal effect; % is scaled to controls: 0 for no effect and ±100 for the full control effect
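Fluorescent replication assay: 50 nM final substrate added after a 15 min room-temperature compound preincubation with 10 nM enzyme. Signal taken at 0 min and again at 10 min.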
BAZ2B block: qHTS Assay for Inhibitors of BAZ2B; actives 4.4% (n = 360,000); Potency, µM (doses to about 114 µM), for the others: at the highest dose activity change, negative = inhibition, actives largely listed as inhibitors; AlphaScreen BAZ2B-H3K14Ac peptide displacement; Bromodomain adjacent to zinc finger domain protein 2B (Homo sapiens), Q9UIF8; also: potency is read from the fitted curve at half-maximal effect; % is scaled to controls: 0 for no effect and ±100 for the full control effect; nearly all actives have a fitted effect of over 60% in size
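In this displacement format the biotinylated H3(5-23) peptide acetylated at Lys14 serves as ligand at 50 nM, with BAZ2B at 50 nM in PBS pH 7.4 containing 0.01% Tween-20. Donor and acceptor beads are 10 ug/mL final.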
G9a block: qHTS Assay for Inhibitors of Histone Lysine Methyltransferase G9a | G9a H3K9 monomethylation, AlphaScreen, 2 h | actives 8.8% (n = 350,000) | Potency, µM (top dose mostly 102 µM), for the others: top-dose activity, negative = inhibition, most hits filed as inhibitors; also: potency is read from the fitted curve at half-maximal effect; % is scaled to controls: 0 for no effect and ±100 for the full control effect; nearly all actives have a fitted effect of over 75% in size
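Readings reflect AlphaScreen signal from monomethyl-H3K9 antibody detection. HMT at 20 nM; substrate b-H3K9 500 nM; cofactor SAM 20 uM; 2 h RT reaction; compounds tested as titrations in qHTS with 15 min preincubation.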
PI4K2A inh: qHTS for small molecular inhibitors of PI4K2A | Phosphatidylinositol 4-kinase type 2-alpha (Homo sapiens), Q9BTU6 | purified PI4K2A, ADP-Glo luminescence, 1 h; stronger effect = lower value | activity change, negative = inhibition, % at 76.9 µM | actives 0.13% (n = 420,000) | AID 1346378, 2018; in the data active = activity change below about -50%; inconclusive = mostly about -30% to -49%;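 also: -100% = wells without enzyme as full effect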
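PI4K2A activity was measured by ADP-Glo luminescence: enzyme (4 ug/mL stock) and phosphatidylinositol (1.2 mM stock) in Tris pH 7.5/MgCl2/EGTA/Triton X-100 buffer were reacted with ATP (300 microM stock) for one hour at ambient temperature.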
PGK inhibitor: qHTS Assay to Find Inhibitors of Phosphoglycerate Kinase; Potency, µM (series often up to 57.5 µM), for inactives: at the top dose activity change, negative = inhibition, actives largely listed as inhibitors; AID 602233, 2012; PGK/GAPDH coupled, Kinase-Glo luminescence, 60 min; actives 0.043% (n = 380,000); Phosphoglycerate kinase, glycosomal (Trypanosoma brucei brucei), P07378; also: potency is read from the fitted curve at half-maximal effect; % is scaled to controls: 0 for no effect and ±100 for the full control effect; nearly all actives have a fitted effect of over 60% in size
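Recombinant glycosomal PGK reaction used 1,3-bisphosphoglycerate generated in-well by GAPDH (100nM final) in 100mM TEA pH 7.6, 5mM MgCl2, 0.01% Tween-20. After 60 minutes at room temperature, ATP was read by Kinase-Glo Plus luminescence end-point.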
HP1b chromo inh: HTS for Inhibitors of HP1-beta Chromodomain Interactions with Methylated Histone Tails. Chromobox protein homolog 1 (Homo sapiens), P83916. AlphaScreen HP1-beta / biotin-H3K9me3 peptide binding. Potency, µM (series often up to 114 µM), for the others: top-dose activity change, negative = inhibition, usual class: inhibitors. actives 0.56% (n = 390,000). AID 540317, 2011; also: potency is read from the fitted curve at half-maximal effect; nearly all actives have a fitted effect of over 70% in size; inactives centre near 23
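AlphaScreen: HP1-beta (50 nM) preformed 30 min with biotin-H3(1-18)K9me3 peptide (50 nM) in PBS pH 7.4, 0.01% Tween-20. Compound added for 30 min at RT, then streptavidin donor/nickel chelate acceptor beads (10 ug/mL) for 30 min.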
* hit, by the source's call; i = inactive; u = inconclusive; x = not tested or not shown; & = joins results of further samples; [ ] = remark or other dose. Unless noted, calls follow the shape of the dose curve; as a rule, active = well fitted curve in the direction sought with a large enough effect; inconclusive = small, poorly fitted or top-dose-only effect, or another doubt; inactive = no such curve, though single readings can be large; an effect the other way counts as inactive or inconclusive. This is a subset; rates above refer to the full screens.

SMILES	JMJD2A Tudor inh	GLS inh	Pin1 inhibitor	POLH inh	BAZ2B block	G9a block	PI4K2A inh	PGK inhibitor	HP1b chromo inh
CC(=O)O[C@H]1C[C@@]2(C)[C@@H](C[C@@H](O)[C@H]3[C@@]4(C)CC[C@@H](O)[C@@H](C)[C@@H]4CC[C@@]32C)/C1=C(\CCC=C(C)C)C(=O)O	-20.0%&-5.8%	-5.4%&0.5%	u	-23.5%&-3.4%	11.8%	-9.4%[59 µM]	2.5&-2.8	10.9%&-1.3%	33.2%&46.4%
CCN1C(=O)c2ccccc2S(=O)c2ccc(C(=O)NCc3ccccn3)cc21 (stereo not given)	-13.4%	0.0%	-17.0%	-25.8%	13.9%	-3.2%	-4.3	-2.7%	51.1%[activator]
O=C(NCc1ccccc1Cl)C1CCCN(c2ncnc3onc(-c4ccc(F)cc4)c23)C1 (stereo not given)	-24.3%	-1.1%	22.8%	-21.1%	8.5%[57.1 µM]	-7.3%[59 µM]	3.0	-5.7%	13.8%
CC(C)(C)NC(=O)C1CCC(CNS(=O)(=O)c2cccc3nsnc23)CC1 (stereo not given)	-1.5%	-7.7%	-9.6%	-10.9%	-6.2%	31.6%[activator]	-1.1	-3.6%	26.2%
CCN(CCS(=O)(=O)c1ccc(Cl)cc1)Cc1nc2ccccc2c(=O)[nH]1	-12.0%	10.9%	-4.5%	-19.7%	x	x	0.9	i	24.7%
O=C(CSc1ncccn1)NCc1cccs1	-5.6%	4.3%	-1.3%	2.7%	-22.8%	-6.2%	3.8	-4.0%	26.9%
O=C1NC(Cc2ccccc2)c2nc3cc(F)ccc3c(=O)n2-c2ncccc21 (stereo not given)	x	0.6%	x	3.4%	x	x	2.2	-6.8%	x
N#CCCN(CCC#N)C(=O)COc1ccc(Cl)cc1Cl	-1.5%	-7.6%	-3.7%	-16.5%	-2.9%	-14.6%[59 µM]	-2.3	-8.7%	29.8%
CCCC(=O)NC(c1cccs1)c1cc([N+](=O)[O-])c2cccnc2c1O (stereo not given)	14.1µM*	-2.6%	5.3%	u	7.94µM*	u	3.9	i	-6.6%
CCS(=O)(=O)N1CCCC(C(=O)NCC2CCCO2)C1 (stereo not given)	6.2%	0.4%	-8.3%	-2.7%	5.5%	30.3%[0.501 µM]	9.0	3.7%	31.7%
O=C(CSc1ccccc1)N[C@@H](Cc1ccccc1)C(=O)O	-10.7%	6.1%	-13.9%	0.6%	-2.9%	8.6%[12.7 µM]	1.4	0.1%	54.1%[activator]
Cc1occc1C(=O)Nc1c(F)cc(F)cc1Br	-5.1%	2.6%	0.7%	-11.3%	18.1%	1.1%[59 µM]	0.4	6.5%	3.5%
CCOc1ccc(N2CC(=O)SC2=S)cc1	-14.0%	43.4%[activator]	15.7%	-13.9%	-29.2%	-39.7%	-1.3	4.3%	27.8%
O=C(NC12CC3CC(CC(C3)C1)C2)c1ccccc1	-5.6%	-0.6%	-12.4%	-21.5%	-1.2%	46.8%	-3.6	i	2.6%
O=C(c1ccc(Cn2cc([N+](=O)[O-])cn2)o1)N1CCCCCC1	-16.2%	-2.8%	2.9%	-7.3%	8.4%	42.8%	-4.0	-4.5%	26.0%
O=C(/C=C/c1cccc(Cl)c1)NCCN1CCOCC1	-13.1%	3.1%	0.3%	-8.8%	2.9%	2.0%	4.1	-0.3%	4.2%
N/C(=N\OC(=O)c1cc(Cl)ccc1Cl)c1ccccn1	-11.3%	-0.2%	-4.9%	-6.1%	41.5%[activator]	30.2%[59 µM]	-1.1	-3.9%	70.2%[activator]
COc1ccc2nc(SCC(=O)Nc3ccc(S(=O)(=O)N4CCCC4)cc3)c(C#N)cc2c1	-16.7%	0.0%	u	-6.8%	-6.9%	u	-3.0	-4.8%	40.7%[activator]
O=c1oc2ccccc2c(NCCc2ccccc2)c1[N+](=O)[O-]	-6.0%	-3.3%	5.0%	-16.3%	3.7%	10.1%[59 µM]	-0.5	-5.9%	25.7%
CC(=O)Nc1ccc(S(=O)(=O)N2c3ccccc3NC(=O)CC2C)c(Cl)c1 (stereo not given)	1.7%	10.6%	-17.8%	-22.2%	-11.9%	x	-0.5	2.4%	31.5%
C=CCN(C(=O)c1oc2c(Cl)cc(C)cc2c1C)C1CCS(=O)(=O)C1 (stereo not given)	-15.9%	-3.8%	0.6%	-9.1%	-6.2%	17.8%[0.0925 µM]	6.1	-0.4%	18.8%
Cc1ccc(NC(=O)CN2C(=O)CC(c3ccc(F)cc3)=Nc3ccccc32)cc1F	-12.7%	-0.4%	5.9%	-6.5%	-7.5%	12.8%[59 µM]	0.3	10.0%	8.5%
CCOc1ccc(S(=O)(=O)N2CCOCC2)cc1[N+](=O)[O-]	-8.8%	0.3%	7.9%	-5.6%	-0.1%	-3.5%	-4.3	1.3%	27.9%
COc1ccc2cc1Oc1ccc(cc1)C[C@H]1c3c(cc(OC)c4c3Oc3c(ccc5c3[C@H](C2)N(C)CC5)O4)CCN1C	20µM*	0.3%	0.7%	-21.6%	x	x	1.6	0.7%	u
CN(CC(=O)Nc1ccc(Cl)cc1)CC(=O)N1CCc2ccccc21	x	-0.4%	x	-10.2%	x	x	-6.8	i	x
COC(=O)C1=C(O)/C(=C\c2cc(C)n(-c3ccccc3C)c2C)N=C1C	-29.3%	0.0%	4.7%	-1.9%	79.4µM*	20µM*	1.7	i	2.8%
c1ccc2n[nH]nc2c1	2.8%	-6.8%	-7.4%	-22.8%	x	x	5.1	-5.2%	28.8%
O=C(NNC(=O)c1ccc(-c2ccccc2)cc1)Nc1ccccc1	-2.1%	15.2%	0.4%	-1.4%	x	x	-7.3	-4.3%	10.1%
COc1cc(C(=O)Nc2ccc(S(=O)(=O)NC(C)(C)C)cc2)cc(OC)c1OC	-11.9%	13.3%	0.0%	-4.4%	3.7%	-3.0%[59 µM]	-2.4	-7.3%	13.2%
CCOC(=O)c1ccc(NC(=O)Cn2nnc(-c3ccc(C)cc3)n2)cc1	-13.2%	11.5%	4.3%	8.8%	3.7%	1.4%[2.33 µM]	3.0	3.6%	30.2%
Cc1cccc(NC(=O)c2c([N+](=O)[O-])cnn2C)c1	-18.3%	-4.1%	8.5%	-7.5%	0.6%	13.3%	-2.0	-6.2%	47.6%[activator]
CC1(C)CC(N2CCC(=O)NC2=S)CC(C)(C)N1	u	0.9%	3.1%	-16.6%	x	x	1.5	-3.6%	-2.6%
CC(=O)Nc1ccc(S(=O)(=O)Nc2nnc(C(C)(C)C)s2)cc1	-19.4%	15.3%	-11.4%	-6.3%	-4.0%	-26.6%	5.8	2.3%	10.3%
COc1ccc(S(=O)(=O)Nc2ccccc2C(=O)N2CCCC2)cc1OC	-16.0%	-0.6%	-0.1%	-6.6%	8.7%	x	6.2	i	18.0%
CC(C)C(NS(=O)(=O)c1ccc2c(c1)oc(=O)n2C)C(=O)N1CCN(Cc2ccccc2)CC1 (stereo not given)	-11.7%	-7.5%	2.5%	-16.9%	11.0%	-46.2%	-0.2	-8.2%	62.8%[activator]
O=C(c1ccc2c(c1)OCO2)N1CCN(c2cccc(C(F)(F)F)c2)CC1	-11.0%	2.2%	u	-3.8%	-0.7%	22.4%	3.5	-3.2%	16.8%
C[n+]1cc(C(=O)N2CCCCC2)ccc1/C=C/c1c[nH]c2ccccc12	u	4.8%	u	-4.0%	u	x	-2.4	-8.0%	-11.8%
Cc1cc(OCC(=O)N2CCN(c3ccccn3)CC2)cc(C)c1Br	-25.0%	5.0%	u	-5.9%	-27.4%	-8.3%	0.4	i	14.8%
CCC(C)C1C(C#N)=C(N)Oc2n[nH]c(C)c21 (stereo not given)	-14.9%	7.8%	0.5%	-16.4%	-2.4%	-7.5%[59 µM]	-1.2	-5.7%	47.2%[activator]
COc1cccc(CN2CCN(Cc3[nH]c4ccccc4c3C)CC2CCO)c1 (stereo not given)	u	0.0%	-1.0%	-27.8%	35.5µM*	u	-1.6	7.4%	2.3%
CCOC(=O)c1cn(CC(=O)Nc2ccccc2C(=O)OCC)nn1	-7.5%	-11.3%	-4.9%	3.1%	-1.0%	-8.8%[0.501 µM]	-2.2	-7.7%	6.4%
CCCCN1CC(CO)Oc2cccc(F)c2S1(=O)=O (stereo not given)	-5.0%	-0.3%	8.3%	-19.5%	x	x	0.6	8.5%	58.8%[activator]
COc1ccccc1NC(=O)CSc1ccc2nnc(CCNC(=O)c3ccccc3)n2n1	-1.4%	0.0%	2.3%	0.0%	10.3%	x	-2.6	0.0%	21.3%

Complete entries, quoted from the list. Screens in order: JMJD2A Tudor inh	GLS inh	Pin1 inhibitor	POLH inh	BAZ2B block	G9a block	PI4K2A inh	PGK inhibitor	HP1b chromo inh
Profile of CCOC(=O)c1ccc(NC(=O)Cn2nnc(-c3ccc(C)cc3)n2)cc1 = -13.2%	11.5%	4.3%	8.8%	3.7%	1.4%[2.33 µM]	3.0	3.6%	30.2%
Profile of Cc1ccc(NC(=O)CN2C(=O)CC(c3ccc(F)cc3)=Nc3ccccc32)cc1F = -12.7%	-0.4%	5.9%	-6.5%	-7.5%	12.8%[59 µM]	0.3	10.0%	8.5%

Compound activity: PubChem BioAssay, National Center for Advancing Translational Sciences (NCATS)
